From PubChem BioAssay
sdo1 growth: compounds rescuing growth of sdo1-depleted yeast, bone marrow failure model; S. cerevisiae sdo1-depleted JHY4D growth rescue, OD600 30 h; hits give high values; pdr5 snq2 efflux-pump mutant strain; z-score at 10 µM; 140,000 compounds, 0.21% hits; AID 817;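 active = z-score above 3 at both the 24 hr and the 30 hr optical density reads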;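 also: z-score against mean and SD of all compound wells on the same plate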
Insulin prom inh: TRM-6 insulin promoter activity inhibition | inhibition, % at 2 µM | TRM-6 cells (human fetal islet line), insulin promoter-eGFP reporter, imaging; reporter expression induced with tamoxifen | 130,000 compounds, 0.9% hits;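 active = inhibition above the mean plus 3 SD, with well images judged a real hit on visual review, cut at about 60% in these data, passing the limit was not always enough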
sdo1 growth Rescue 24 h: second read-out of sdo1 growth, no call of its own (marks repeat the call); z-score; S. cerevisiae sdo1-depleted JHY4D growth rescue, OD600; measured here: growth rescue at 24 h;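 0 is the plate mean of compound wells and units are plate SD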
Active calls of the source: *; i = inactive; . = not tested or not shown.

SMILES	sdo1 growth	sdo1 growth Rescue 24 h	Insulin prom inh
COc1ccc(CCNC(=O)COc2nsnc2N2CCOCC2)cc1OC	0.82	0.46	.
CN(C)C(=O)C12CCC(C)(c3nc4ccccc4nc31)C2(C)C (stereo unspecified)	-0.21	-0.37	37
CC(=O)Nc1ccc(C(=O)OCc2ccc(F)cc2)cc1	.	.	10
COc1ccc(OC)c(N)c1	0.06	-0.03	-18
CC(NC(=O)c1cc(S(=O)(=O)N(C)C)ccc1N1CCCC1)C1CC2CCC1C2 (stereo unspecified)	.	.	-44
CC(C)(C)CC(C)(C)N=C1NS(=O)(=O)c2cc([N+](=O)[O-])ccc21	.	.	-128
Cc1nn(Cc2ccccc2)c(C)c1NC(=O)c1ccc([N+](=O)[O-])cc1[N+](=O)[O-]	0.05	-0.02	-26
COC(=O)C(F)(Sc1c(C)n(C)n(-c2ccccc2)c1=O)C(F)(F)F (stereo unspecified)	0.02	-0.03	16
CN(/C(=N/S(=O)(=O)c1ccccc1)c1ccccc1)S(=O)(=O)c1ccccc1	-0.57	-0.85	17
COc1ccc(C2NS(=O)(=O)N=C2N)cc1 (stereo unspecified)	.	.	64
Cc1ccc(S(=O)(=O)/N=C(/Nc2c(C)n(C)n(-c3ccccc3)c2=O)c2ccccc2)cc1	0.72	0.43	-3
CCOC(=O)N1CCN(C(=O)CS(=O)(=O)c2cn(Cc3ccccc3Cl)c3ccccc23)CC1	0.11	-0.16	.
CC(C)CCNC(=O)c1cccnc1Sc1ccccc1	0.7	0.32	24
CCOC(=O)C1CCCN(Cc2ccccc2F)C1 (stereo unspecified)	0.75	-0.66	52
O=C(CSc1nnc(SCc2ccc(Cl)cc2)s1)N/N=C/c1ccccc1Cl	-1.4	-0.72	.
O/N=C/C1=C(Cl)c2ccccc2CC1	.	.	7
CC(=O)Nc1ccc(NC(=O)C(C)Oc2ccccc2F)cc1 (stereo unspecified)	0.75	1.2	-13
COC(=O)N/N=C/c1ccc([N+](=O)[O-])s1	-0.69	-0.42	-21
CCOc1ccc(NC(=O)Cn2nnc(-c3ccccc3NC(=O)c3cccs3)n2)cc1	-2.2	-0.83	13
CCOC(=O)c1[nH]c(C)c(C(=O)N2CCN(c3ccccc3OC)CC2)c1C	.	.	-42

Some of these compounds in order of SMILES length, ascending:
SMILES	sdo1 growth	sdo1 growth Rescue 24 h	Insulin prom inh
COc1ccc(OC)c(N)c1	0.06	-0.03	-18
O/N=C/C1=C(Cl)c2ccccc2CC1	.	.	7
CCOC(=O)C1CCCN(Cc2ccccc2F)C1 (stereo unspecified)	0.75	-0.66	52
COc1ccc(C2NS(=O)(=O)N=C2N)cc1 (stereo unspecified)	.	.	64
CC(C)CCNC(=O)c1cccnc1Sc1ccccc1	0.7	0.32	24
CC(=O)Nc1ccc(C(=O)OCc2ccc(F)cc2)cc1	.	.	10
CC(=O)Nc1ccc(NC(=O)C(C)Oc2ccccc2F)cc1 (stereo unspecified)	0.75	1.2	-13
COc1ccc(CCNC(=O)COc2nsnc2N2CCOCC2)cc1OC	0.82	0.46	.
CN(C)C(=O)C12CCC(C)(c3nc4ccccc4nc31)C2(C)C (stereo unspecified)	-0.21	-0.37	37
O=C(CSc1nnc(SCc2ccc(Cl)cc2)s1)N/N=C/c1ccccc1Cl	-1.4	-0.72	.
COC(=O)C(F)(Sc1c(C)n(C)n(-c2ccccc2)c1=O)C(F)(F)F (stereo unspecified)	0.02	-0.03	16
CCOc1ccc(NC(=O)Cn2nnc(-c3ccccc3NC(=O)c3cccs3)n2)cc1	-2.2	-0.83	13
CC(NC(=O)c1cc(S(=O)(=O)N(C)C)ccc1N1CCCC1)C1CC2CCC1C2 (stereo unspecified)	.	.	-44
CN(/C(=N/S(=O)(=O)c1ccccc1)c1ccccc1)S(=O)(=O)c1ccccc1	-0.57	-0.85	17
CCOC(=O)N1CCN(C(=O)CS(=O)(=O)c2cn(Cc3ccccc3Cl)c3ccccc23)CC1	0.11	-0.16	.
Cc1ccc(S(=O)(=O)/N=C(/Nc2c(C)n(C)n(-c3ccccc3)c2=O)c2ccccc2)cc1	0.72	0.43	-3

Continued.
SMILES	sdo1 growth	sdo1 growth Rescue 24 h	Insulin prom inh
COc1ccc(-c2sc(NC(C)=O)nc2-c2ccccc2)cc1	-0.96	-0.31	8
Cc1cc(C)c(NC(=O)CSc2nc3ccc(NC(=O)CSc4nnnn4-c4ccccc4)cc3s2)c(C)c1	-1.4	1	-11
COCCNS(=O)(=O)c1ccc(C)c(C)c1C	.	.	-37
COc1cccc(CNC(=O)C2CCCN(S(=O)(=O)c3cccc4nonc34)C2)c1 (stereo unspecified)	2.8	3.2	-37
O=C(O)c1ccc2c(c1)NC(=O)C(N1CCCC1)S2 (stereo unspecified)	0.15	0	.
CC(=O)Nc1nc(S(=O)(=O)c2ccc(C)cc2)c(Cl)s1	-1.5	-0.66	17
Cn1cccc1C(=O)C(=O)Nc1cc(Cl)cc(Cl)c1	-1.1	1.4	6
COCc1cc(C)nc(N2CCNCC2)c1C#N	0.79	0.9	-8
O=C(NCCc1ccncc1)Nc1ccc(Cl)cc1	0.53	-0.01	-158
CCOc1ccc2[nH]c(=O)c(CN(CCc3ccccc3)C(=O)c3cnccn3)cc2c1	-0.49	-0.13	0
CCNc1nc(NCC)nc(OCCOC(=O)COc2ccc(Cl)cc2Cl)n1	-0.79	-0.6	-25
Cc1ccc(CCC(=O)Nc2ncc(Cc3cccc(Cl)c3Cl)s2)o1	-0.2	-0.1	.
Cc1nc2ccccc2c2nc(N)nn12	1.5	1.1	3
C#CC[N+]1(CC#Cc2ccccc2)CCCC1	0.97	-1.2	0
Cn1c(NC(=O)c2ccc(Br)o2)cc(=O)n(C)c1=O	0.57	1.1	45
COC(=O)C1=C(C)N(CC2CCCO2)C(=O)/C1=C\c1ccc(O)cc1 (stereo unspecified)	-0.25	-0.31	38
CS(=O)(=O)NCCSCc1ccco1	-0.35	0.14	11
O=c1c2ccccc2nc(SCc2cccc(F)c2)n1C1CCCC1	0.34	0.23	.
O=C(COc1ccccc1Cl)NCc1ccncc1	0.1	-0.48	.
Cc1ccc(NC(=O)CSc2nnc(-c3cccs3)o2)cc1S(=O)(=O)N1CCCCC1	-0.25	-1	14
COc1cccc(N2CCN(Cc3nc4scc(-c5ccccc5)c4c(=O)[nH]3)CC2)c1	-0.88	-1.1	.
CCCS(=O)(=O)N1CCC(C(=O)N2CCN(Cc3ccccc3)CC2)CC1	0.52	0.72	.
Clc1ccccc1OCc1nn2c(-c3ccncc3)nnc2s1	-0.97	-0.73	-438
CC(C)(C)c1ccc(C(=O)Oc2ccc3c(c2)OCC3=O)cc1	-0.7	-0.69	-329
Cc1cc(NC(=O)c2cc(CC(C)C)on2)no1	0.48	-0.04	40
C/C(N)=C(/C#N)C(=O)COC(=O)C1Cc2ccccc2CN1S(C)(=O)=O (stereo unspecified)	1.4	0.63	.
Cc1cccc(C)c1NC(=O)CSc1nnc(-c2ccncc2)n1Cc1ccco1	0.75	-0.33	14
CC1CCCC(NC(=O)CNC(=S)N(Cc2ccccc2)Cc2cccs2)C1C (stereo unspecified)	.	.	-15
CC1C(=O)CCC1(C(=O)O)c1ccccc1 (stereo unspecified)	0.77	0.38	.
CCCCSc1nnc(CCC)n1N	0.25	0.24	44
COc1ccc(NC(=O)/C=C/c2ccc(F)cc2)cn1	0.91	0.8	-7
COc1cc(C(=O)Nc2cccc(-c3nc4cc(C)ccc4o3)c2C)cc(OC)c1OC	0.25	2.1	.
COc1ccc(C2NC(=O)N(C)C3=C2C(=O)CC(C)(C)C3)cc1OC (stereo unspecified)	0.55	0.02	16
Cn1cccc1/C=C1\SC(=S)N(NC(=O)c2cccc(Cl)c2)C1=O	-1.2	-0.77	-12
CCOCCCNS(=O)(=O)c1ccc2c(c1)CCN2C(C)=O	0.03	-0.24	-17
Nc1nonc1-c1nc2ccccc2n1CC(=O)O	1.1	0.84	29
CSc1nc(-c2ccccc2)nn1S(=O)(=O)c1ccc(Cl)cc1	-0.06	0.18	25
CCOC(=O)/C(N)=C/c1ncc(C(F)(F)F)cc1Cl	0.09	-0.45	-47
CCOc1ccccc1CNC(=O)C1CCN(c2nc3ccccc3o2)CC1	-1.2	-0.52	.
CCO/C=C/C(O)(CNC(=O)COc1ccccc1F)C(F)(F)F (stereo unspecified)	0.49	0.03	-42
O=C(c1n[nH]c(=O)c2ccccc12)N1CCN(c2ccccc2)CC1	0.03	-0.16	-41
O=C(O)c1ccc(N/N=C/c2ccc(OC(=O)c3ccccc3Cl)cc2)cc1	-0.1	0.02	39
CN1CCN(CCCC(=O)c2ccc(F)cc2)CC1	-0.26	-0.57	50
Cn1cc(CN2CCCC(C(=O)c3ccc(-c4ccccc4)cc3)C2)cn1 (stereo unspecified)	.	.	33
O=C(Nc1cccc(F)c1)C1CC(=O)N(c2ccc(Br)cc2)C1 (stereo unspecified)	-0.19	-0.24	21
O=C(CN1CCN(C2CCCCC2)CC1)Nc1ccc(Br)cc1	.	.	-43
COC(=O)c1ccc(Sc2ccccc2NS(=O)(=O)c2ccc(C)cc2)nc1	-1.1	-1.1	-19
O=S(=O)(NCCSCc1ccc(Cl)cc1Cl)c1ccc2c(c1)OCCO2	0.04	0.49	-33
Cn1c2ccccc2c2c(C(=O)N3CCN(c4ccccc4)CC3)cn(C3CCCC3)c(=O)c21	0.72	0.67	-24
Cc1ccc(NC(=O)N2CCCC2C(=O)Nc2ccc(-n3cnnn3)c(C)c2)cc1 (stereo unspecified)	0.49	0.03	26

Continued:
SMILES	sdo1 growth	sdo1 growth Rescue 24 h	Insulin prom inh
O=C(CSc1nnc(-c2cccs2)n1-c1ccccc1)NCc1ccco1	0.51	-0.37	-24
O=C(/C=C/c1ccc(F)cc1)NC(=S)NNC(=O)c1cccnc1	0.4	0.92	37
CCC(=O)c1ccccc1OCCCN1C(=O)NC(C)(C)C1=O	0.7	0.52	10
Cc1ccccc1CN1CCN(CC(=O)NCc2ccco2)C1=O	0.55	0.04	10
CC(C)(C)OC(=O)N/N=C/c1ccc(N2CCOCC2)s1	0.68	0.5	-6
O=C(NCc1ccccc1)N[C@@H](Cc1c[nH]c2ccccc12)C(=O)O	-0.37	-0.37	75*
C/C(=N\NC(=O)c1nn(C)cc1Br)c1ccc(NC(=O)c2ccncc2)cc1	0.08	-0.31	-22
C[C@@H](C(=O)Nc1ccc2ccccc2c1)[C@H]1C[C@]1(C)[C@H](NS(=O)(=O)c1ccc(-c2ccccc2)cc1)c1ccccc1	-0.52	-0.03	-14
CCn1c(SCC(=O)Nc2cc(C(C)(C)C)nn2-c2ccccc2)nnc1-c1cccs1	0.35	-0.06	-2
CCOc1ccc(C(=O)OCCN(C)C)cc1	2.1	1.5	-75
O=C(NN=C1CCCCCC1)c1cn(-c2ccccc2)nc1-c1ccccc1	1.6	1	33
O=C(CSc1nc2c(cnn2-c2ccc(F)cc2)c(=O)[nH]1)N1N=C(c2cccs2)CC1c1ccc(F)cc1 (stereo unspecified)	-1.6	-1.9	30
CCOC(=O)C1=C(C)Nc2ccccc2N=C1N	.	.	42
Cc1no[n+]([O-])c1COc1cccc(/C=C2\N=C(c3ccccc3)OC2=O)c1	-0.47	-0.44	32
CC(C)n1c(=S)[nH]c2ccccc2c1=O	-0.66	-0.8	35
CCc1ccc(NC(=O)/C(C#N)=C\c2ccc(OC)c(C(=O)O)c2)cc1	.	.	5
Clc1ccc(CN2CCCCCCC2)cc1Cl	0	-0.81	-32
O=C(Nc1ccc2oc(-c3cccnc3)nc2c1)c1ccc2c(c1)OCCO2	.	.	-10
CN(C)CCOC(c1ccccc1)c1ccccc1 (tested in a mixture with another compound)	0.6	0.7	-24
CN1CCN(CCC(=O)N2c3ccccc3Sc3ccc(Cl)cc32)CC1	0.48	0.64	43
O=C(Nc1nccs1)C12CC3CC(C1)CC(C(=O)Nc1nccs1)(C3)C2	-0.06	-0.91	.
CCCCOC(=O)c1ccc(NC(=O)C(CCS(C)(=O)=O)NC(C)=O)cc1 (stereo unspecified)	0.32	0.11	-82
CCOC(=O)c1c(NC(=O)Cn2cnc([N+](=O)[O-])n2)sc2c1CCC(C)C2 (stereo unspecified)	-1.7	-1.1	27
CCOC(=O)Cn1c(CN2CCN(C(c3ccccc3)c3ccccc3)CC2)nc2c1c(=O)n(C)c(=O)n2C	0.23	0.63	.
COC(=O)CCN(C(=O)c1ccc(C)c([N+](=O)[O-])c1)c1ccccn1	.	.	i
CCOC(=O)Cn1nc(C)c(NC(=O)COc2ccc([N+](=O)[O-])cc2)c1C	.	.	0
COc1cc(NC(=S)NCCN2CCOCC2)cc(OC)c1	0.95	1.1	64*
Cc1ccc2occ(/C=N/NC(N)=S)c(=O)c2c1	-0.68	-0.55	.
CCOCCOC(=O)C1=C(C)N(C)C(=O)NC1c1cc(Cl)c(O)c(OCC)c1 (stereo unspecified)	1	0.95	-31
CN1CCCCC1=NCCCn1cnc2c1c(=O)n(C)c(=O)n2C	0.2	0.02	.
Cn1nnnc1SCC(=O)Nc1ccc(Oc2ccccc2)cc1	0.43	1.4	40
COC(=O)CSc1nnc(CNC(=O)c2cccc(C)c2)n1-c1ccccc1OC	1.1	1.2	.
Cc1csc(NC(=O)c2cccc(Cn3nc(C)c(Br)c3C)c2)n1	-2	-1.8	-24
O=C1c2ccccc2C(=O)N1CN(C(=O)c1ccccc1[N+](=O)[O-])c1ccc(F)cc1	-0.2	-0.15	-7
Cc1ccc(C(=O)N2CCN(C3CCCCC3)CC2)s1	0.5	0.55	-9
COc1ccc(NC(=S)N(CCN(C)C)C(C)c2ccco2)cc1 (stereo unspecified)	0.5	-0.14	0
CN1C(=O)c2ccccc2C(C(=O)O)C1c1cccc(Cl)c1 (stereo unspecified)	0.65	-1.4	0
Cc1ccc(N=c2c([N+](=O)[O-])nn(-c3ccc4c(c3)OCCO4)n2O)c(Cl)c1	.	.	40
